# High-throughput results deposited in PubChem BioAssay by National Center for Advancing Translational Sciences (NCATS).
# RGS12 GoLoco inh – qHTS Assay for Inhibitors of RGS12 GoLoco Motif Activity (Red Fluorophore); Guanine nucleotide-binding protein G(i) subunit alpha-1 (Homo sapiens), P63096; Gai1:RGS12 GoLoco peptide FP, rhodamine, 10 min; Potency, µM (top dose mostly 61.6 µM), for the others: at the top dose activity, negative = inhibition, most hits filed as inhibitors; hit rate 0.44% among 230,000; active = well fitted inhibition curve with a large enough effect, not every such curve was filed as active; inactive = no such curve, though single readings can be large or run the other way; also: % is scaled to controls: 0 for no effect and ±100 for the full control effect; nearly all actives have a fitted effect of over 30% in size; many of its hits are not listed in these tables
# Target sequence (P63096 whole entry, looked up): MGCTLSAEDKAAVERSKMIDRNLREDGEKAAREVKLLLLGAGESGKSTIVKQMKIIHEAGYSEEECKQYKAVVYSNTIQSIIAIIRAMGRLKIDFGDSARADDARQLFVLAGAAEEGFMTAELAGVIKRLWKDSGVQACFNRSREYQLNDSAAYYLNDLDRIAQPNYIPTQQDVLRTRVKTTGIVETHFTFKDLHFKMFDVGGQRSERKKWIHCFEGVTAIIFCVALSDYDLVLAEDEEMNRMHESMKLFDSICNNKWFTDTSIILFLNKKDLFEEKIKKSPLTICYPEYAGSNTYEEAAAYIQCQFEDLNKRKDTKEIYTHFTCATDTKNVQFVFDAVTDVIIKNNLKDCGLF
# KinaseGlo FLuc – Counterscreen for Luciferase (Kinase-Glo TM) Inhibition. Luciferin 4-monooxygenase (Photuris pensylvanica), Q27757. Kinase-Glo luciferase, ATP luminescence, 8 min. Potency, µM (titrated, usually from 38.3 µM), without a hit: at the highest dose activity change, negative = inhibition, hits mostly inhibitors. hit rate 0.28% among 200,000; also: % is scaled to controls: 0 for no effect and ±100 for the full control effect; nearly all actives have a fitted effect of over 60% in size
#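 Luminescence was the read-out, taken after 8-minute incubation at ambient temperature. Luciferase turned over luciferin with 10 uM ATP in imidazole pH 7.2 buffer containing KCl, MgCl2, Tween 20 and BSA.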
# IMPase Li inh – qHTS Assay for Identifying the Cell-Membrane Permeable IMPase Inhibitors: Potentiation with Lithium | hit rate 0.35% among 210,000 | Potency, µM (top dose mostly 59.4 µM), without a hit: at the top dose activity, negative = IMPase inhibition, most hits filed as inhibitors | CHO-M1 cells, IP1 TR-FRET (IP-One), carbachol + lithium;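 also: IP1 builds up when IMPase is blocked and the TR-FRET signal falls; plate controls were basal vehicle for no effect and high inhibitor control for full effect; nearly all actives have a fitted effect of over 50% in size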
#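 Concentration–response in CHO-M1 cells, lithium-potentiated; 30 min at 37C. IP1 detected by competitive TR-FRET after 10 min lysis at RT. Hill-fitted AC50.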
# RECQ1 inh – qHTS Assay for Inhibitors of RecQ-Like Dna Helicase 1 (RECQ1); Potency, µM (titrated, usually from 57.3 µM), for inactives: at the highest dose activity, negative = inhibition, most hits filed as inhibitors; ATP-dependent DNA helicase Q1 (Homo sapiens), P46063; hit rate 0.54% among 240,000; RECQ1 DNA unwinding, red fluorescence kinetic read;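 also: plate controls were vehicle for no effect and no enzyme for full effect; nearly all actives have a fitted effect of over 30% in size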
#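 50 nM RECQ1T1 preincubated 15 min with compound in Tris pH 8.0 buffer with MgCl2, DTT, Tween-20 and 2.5 ug/ml poly(dI-dC); started with 200 nM TAMRA/BHQ-2 forked duplex and 2 mM ATP. Unwinding read as fluorescence (525/598 nm), two reads 2 h apart.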
# JMJD2E inh – qHTS Assay for Inhibitors of Human Jumonji Domain Containing 2E (JMJD2E); Potency, µM (top dose mostly 57.1 µM), for the others: top-dose activity change, negative = inhibition, usual class: inhibitors; hit rate 1.6% among 230,000; Lysine-specific demethylase 4E (Homo sapiens), B2RXH2; JMJD2E catalytic domain, FDH-coupled NADH fluorescence (FDH is formaldehyde dehydrogenase); active = well fitted inhibition curve with a large enough effect, not every such curve was filed as active; inconclusive = small, poorly fitted or top-dose-only effect, or another doubt; inactive = no such curve, though single readings can be large or run the other way;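 also: 0% = wells with enzyme and -100% = buffer wells without enzyme; nearly all actives have a fitted effect of over 50% in size; many of its hits are not listed in these tables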
# Target sequence (B2RXH2 1-337 limits assumed): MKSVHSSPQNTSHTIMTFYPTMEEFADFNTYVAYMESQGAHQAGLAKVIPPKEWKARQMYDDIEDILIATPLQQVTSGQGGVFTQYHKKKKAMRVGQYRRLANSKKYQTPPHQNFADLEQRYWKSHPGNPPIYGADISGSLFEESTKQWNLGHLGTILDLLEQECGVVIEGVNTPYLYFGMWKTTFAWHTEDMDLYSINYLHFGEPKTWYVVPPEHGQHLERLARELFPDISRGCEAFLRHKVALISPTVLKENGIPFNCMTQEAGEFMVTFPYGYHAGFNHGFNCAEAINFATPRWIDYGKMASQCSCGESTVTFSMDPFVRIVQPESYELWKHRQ
# Epigenetic derep – Quantitative High-Throughput Screen for Regulators of Epigenetic Control; murine LDR cells, GFP reporter derepression, 30 h; hit rate 0.2% among 280,000; Potency, µM (top dose mostly 53.9 µM), for the others: at the top dose GFP activation, usual class: activators; AID 1865, 2009; also: % of control where 0% means no effect; nearly all actives have a fitted effect of over 60% in size
#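 Murine LDR cells bearing a silenced CMV-driven GFP reporter were exposed to compound for 30 h at 37 C. After PBS washes, GFP-positive cells (20-120 um objects) counted by laser-scanning microplate cytometry.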
# SMN2 splice up – qHTS Assay for Enhancers of SMN2 Splice Variant Expression; HEK293 SMN2-luciferase splicing reporter, luminescence, 30-36 h; hit rate 2.8% among 210,000; Potency, µM (highest dose often 46.1 µM), for the others: top-dose activity change, positive = activation, hits mostly activators; also: % of control where 0% means no effect; nearly all actives have a fitted effect of over 55% in size
#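 HEK293 cells carry an SMN2 […]–luciferase reporter in which exon 7 inclusion puts luciferase in frame. Cells were plated 10-12 h before compound addition, then incubated 30-36 h at 37C. ONE-Glo luminescence was read; sodium butyrate at 4.5 mM final served as control.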
# NPSR antagonist – qHTS Assay for Antagonists of the Neuropeptide S Receptor: cAMP Signal Transduction; AID 1461, 2008; hit rate 1% among 220,000; CHO-NPSR cells, cAMP TR-FRET, antagonist mode; Potency, µM (doses to about 38.3 µM), inactives show at the top dose activity change, negative = inhibition, most hits filed as inhibitors; also: % is scaled to controls: 0 for no effect and ±100 for the full control effect; nearly all actives have a fitted effect of over 50% in size; many of its hits are not listed in these tables
# Target sequence (Q6W5P4 whole entry, looked up): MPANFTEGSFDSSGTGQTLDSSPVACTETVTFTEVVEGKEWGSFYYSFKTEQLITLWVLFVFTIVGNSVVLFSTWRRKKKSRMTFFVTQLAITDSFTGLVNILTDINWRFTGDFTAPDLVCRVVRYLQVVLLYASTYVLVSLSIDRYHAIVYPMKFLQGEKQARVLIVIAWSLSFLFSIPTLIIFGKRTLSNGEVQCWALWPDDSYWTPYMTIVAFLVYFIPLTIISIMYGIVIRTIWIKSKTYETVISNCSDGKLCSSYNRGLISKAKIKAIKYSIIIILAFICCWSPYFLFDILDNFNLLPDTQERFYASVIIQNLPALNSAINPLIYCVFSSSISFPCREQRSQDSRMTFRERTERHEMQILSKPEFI
# * marks the source's active call; other numbers are inactive results; i = inactive; ? = inconclusive; . = not tested or not shown; & = joins results of further samples; [ ] = remark or other dose. Unless noted, calls follow the shape of the dose curve; as a rule, active = well fitted curve in the direction sought with a large enough effect; inconclusive = small, poorly fitted or top-dose-only effect, or another doubt; inactive = no such curve, though single readings can be large; an effect the other way counts as inactive or inconclusive. Potency is read from the fitted curve at half-maximal effect. Some of the compounds tested (hit frequency here may not be typical).
SMILES,RGS12 GoLoco inh,KinaseGlo FLuc,IMPase Li inh,RECQ1 inh,JMJD2E inh,Epigenetic derep,SMN2 splice up,NPSR antagonist
CCCC(=O)Nc1cc(C(=O)O)ccc1S(=O)(=O)c1ccc(C)cc1,-1%,5%,5%,-2%,-22%,-1.0%,-8%,-1%
O=C(N/N=C/c1ccc[nH]1)c1cc(-c2cccs2)nc2ccccc12,26%,1%,7%,-18%,?,0.0%,1%,-13%
CC(C)CCNC(=O)c1cc(S(=O)(=O)N2CCCCC2)ccc1N1CCOCC1,5%,.,.,-6%,3%,1.4%,.,-13%
COc1ccccc1/C=N/NC(=O)C(=O)Nc1ccccc1OC(F)(F)C(F)F,3%,0%,-3%,-7%,0%,-1.1%,-3%,-17%
CC(C)OC(=O)[C@H]1[C@H](c2ccc(Cl)cc2)[C@@](C#N)(C(N)=O)[C@@H]2C=CC(C(N)=O)=CN21,16%,5%,7%[38.3 µM],-1%,?,-0.8%,-4%,-7%[46.1 µM]
COc1ccc(C2Nc3ccccc3C(=O)N2O)cc1OC (stereo not given),5%,-2%,0%[38.3 µM],0%,?,0.8%,-2%,-1%[46.1 µM]
Cc1cc(NC(=O)C(C)Oc2ccc(Cl)cc2Cl)n(-c2ccccc2)n1 (stereo not given),-13%,2%,20%[38.3 µM],i,2%,-2.7%,-10%,-24%[46.1 µM]
CCCOc1ccc(N2CC(C(=O)Nc3ccccc3OC)CC2=O)cc1 (stereo not given),13%,6%,-4%,-3%,7%,-1.0%,1%,2%
Cc1ccc(C(=O)OCC(=O)c2cc(C)n(CC3CCCO3)c2C)cc1 (stereo not given),8%,-4%,10%,i,5%,-1.9%[10.1 µM],-2%,-8%
CC1=C(C(=O)N2CCOCC2)C(c2cc(C)cs2)NC(=O)N1 (stereo not given),5%,-1%,26%[38.3 µM],?,?,0.9%,-25%,4%[46.1 µM]
Cc1cc(Br)cc(C)c1NC(=O)c1ccccc1[N+](=O)[O-],0%,6%,1%,-10%,11%,-1.5%,-6%,8%
CCOC(=O)C1=C(c2ccccc2)N=C2SCC(=O)N2C1c1ccc(OCC)c(OCC)c1 (stereo not given),-10%,-3%,35%[activator][38.3 µM],-11%,-7%,0.0%,3%,0%[46.1 µM]
O=C(N(c1ccccc1)c1ccccc1)n1ccnc1,1%,2%,-2%,-3%,6%,2.4%,1%,11%[46.1 µM]
COCCCNS(=O)(=O)c1ccc2c3c(cccc13)C(=O)S2,-11%,1%,22%,-2%,.,14%,-56%[inhibitor],-8%[46.1 µM]
O=C(C1CC1)N1CCN(c2nc3ccccc3s2)CC1,0%,0%,11%[38.3 µM],-4%,7%,-1.0%,?,-2%[46.1 µM]
CCOC(=O)C1(CC2CCCCO2)CCN(Cc2ccc(OC)cc2F)CC1 (stereo not given),1%,.,12%,11%,7%,-0.2%,.,2%
O=c1oc2ccccc2c(N2CCCCC2)c1[N+](=O)[O-],11%,0%,-1%,6%,-3%,-0.8%,-7%,4%
COc1ccc2[nH]c3c(=O)n(CCCCCC(=O)NCCC(C)C)c(=S)[nH]c3c2c1,8%,-4%,-3%,-4%,-25%,2.5%,-4%,11%
O=C(NCC1CCCO1)C(=O)NCC(c1ccco1)N1CCN(c2ccccc2)CC1 (stereo not given),-7%,-1%,5%,-4%,2%,0.0%,?,28%
CC(C)NC(=O)COC(=O)c1cncc(Br)c1,-3%,4%,7%,i,-2%,-1.2%,15%,10%
Cc1ccccc1CN1CCN(CC(=O)NCc2ccccc2)C1=O,2%,1%,16%[38.3 µM],-15%,?,-0.8%,13%,-9%[46.1 µM]
O=C(O)C1CN(CCCP(=O)(O)O)CCN1 (stereo not given),-34%,-5%,2%,?,5%,4.9%,-4%,-10%[46.1 µM]
Cc1ccc(-c2nn[nH]n2)o1,-2%,-3%,4%[38.3 µM],-9%,-10%,-0.4%,-1%,-12%[46.1 µM]
Cc1ccc(-c2nnc(N(C)C(=O)c3cccnc3)s2)cn1,-2%,-1%,-2%[38.3 µM],10%,0%,0.0%,13%,4%[46.1 µM]
O=C(Nc1ccc(N2CCOCC2)c(Cl)c1)c1ccc(Cl)cc1,11%,2%,19%,-1%,-2%,-1.1%,-86%[inhibitor],2%
CC1=NC(C)(C)Cc2cc(C)c(C)cc21,5%,1%,6%,i,3%,0.3%,.,-13%
Cc1ccc(C2NC(C(=O)O)CS2)cc1 (stereo not given),-10%,-7%,5%,1%,?,1.1%,.,-18%
CC1=C(C(=O)Nc2ccc(C)cc2C)C(c2ccc(C)o2)NC(=O)N1 (stereo not given),11%,-1%,8%[38.3 µM],5%,0%,0.0%,-10%,-6%[46.1 µM]
CC(C)CN(CCNC(=O)CC1Oc2ccccc2NC1=O)CC(C)C (stereo not given),-4%,-1%,16%[38.3 µM],-8%,8%,-0.2%,-1%,-3%[46.1 µM]
COC(=O)[C@@]1(Cc2ccc(OC)cc2)[C@H]2c3cc(C(=O)N(C)C)n(Cc4ccc(Cl)c(C(F)(F)F)c4)c3C[C@H]2CN1C(=O)c1ccccc1,6%,1%,-2%,-11%,14%,0.4%,-35%[inhibitor],.
Cn1cc(Br)c(C(=O)N/N=C/c2cccc(OC3CSC3)c2)n1,-1%,-10%,20%,6%,-5%,3.4%,6%,-3%
CCOc1cc(NC(=S)Nc2ccccc2)c(OCC)cc1NC(=O)c1ccccc1,-1%,0%,4%[38.3 µM],-20%,?,0.0%,-20%,-29%[46.1 µM]
CCOc1ccccc1N1CCN(S(=O)(=O)c2cc(C)ccc2OC)CC1,9%,-4%,21%,11%,-26%,1.1%,.,5%
COC(=O)c1cc2c(C)[nH]c(C)c2cc(C(=O)OC)c1=O,14%,-3%,3%,-9%,-10%,-0.1%,-11%,-9%
Cn1cc(S(=O)(=O)Nc2ccc(Br)cc2F)c(=O)n(C)c1=O,9%,3%,4%[38.3 µM],-8%,6%,2.7%,-5%,3%[46.1 µM]
COC1=C(OC)C(=O)C(CCCCCCCCCCO)=C(C)C1=O,-5%&51%,.,.,5%,18%,0.0%,.,-23%
Cc1ccc(NC(=O)NCCN2C(=O)C3C4C=CC(C4)C3C2=O)cc1 (stereo not given),7%,1%,-2%[38.3 µM],-12%,4%,0.0%,11µM*,-9%[46.1 µM]
CN(C)c1nc(N)nc(N(c2ccccc2)c2ccccc2)n1,5%,5%,10%,-7%,-4%,-1.0%,-8%,2%
Cc1ccccc1N1CC(c2nc3ccccc3[nH]2)CC1=O (stereo not given),9%,4%,-3%[38.3 µM],-11%,12%,0.0%,-11%,-1%[46.1 µM]
O=C(Cn1c(O)c(N=NC(=O)c2ccncc2)c2ccccc21)Nc1ccccc1,9%,.,.,-1%,5%,3.0%,.,-18%
NC1=NC2(CCCC2)n2c(nc3ccccc32)N1,-12%,-4%,7%,i,-4%,-0.2%,1%,14%
CCN(Cc1ccccc1)C(c1cc2cc(C)ccc2[nH]c1=O)c1nnnn1CCOC (stereo not given),-1%,1%,6%[38.3 µM],i,?,-1.6%,-9%,-13%[46.1 µM]
COc1ccc(S(=O)(=O)N2CCC(C(=O)OCC(=O)c3ccccc3)CC2)cc1[N+](=O)[O-],-8%,0%,4%,-2%,-7%,2.3%,4%,-15%
C=CCn1nnnc1SCC(=O)Nc1cccc(OC)c1,8%,-1%,5%[38.3 µM],1%,1%,-3.2%,-13%,-7%[46.1 µM]
COc1ccccc1OCCNC(=O)Nc1ccc(Br)cc1,5%,0%,6%,-10%,4%,-4.3%,10%,-8%
Cc1cc(C)c2cc(C)c(SCC(=O)NCc3ccco3)nc2c1,3%,0%,10%,-11%,-9%,6.8%,.,49%
COC(=O)c1c(C(=O)OC)c(-c2ccc(Cl)c(Cl)c2)n2c1CCC2,-1%,10%,-11%[38.3 µM],-7%,-25%,-1.1%,-40%[inhibitor],-29%[46.1 µM]
N=c1ccn(CC(=O)c2ccc(-c3ccccc3)cc2)cc1,7%,-4%,7%,-27%,?,0.0%,.,5%
CC(C(=O)NCC1CCCCC1)N1CCN(S(=O)(=O)c2ccccc2F)CC1 (stereo not given),6%,3%,9%,1%,14%,-0.4%,5%,-18%
COc1cc(/C=C2\S/C(=N/S(=O)(=O)Cc3ccccc3)NC2=O)c([N+](=O)[O-])cc1OC,11%,.,.,i,2%,1.6%,.,-3%
# Continuation:
SMILES,RGS12 GoLoco inh,KinaseGlo FLuc,IMPase Li inh,RECQ1 inh,JMJD2E inh,Epigenetic derep,SMN2 splice up,NPSR antagonist
CN(CC(=O)N1CCc2[nH]c3ccc(F)cc3c2C1)CC1OCCO1,4%,-1%,-6%[38.3 µM],7%,-6%,-1.6%,-13%,0%[46.1 µM]
O=C(NCC1CCCO1)/C(=C\c1cccc([N+](=O)[O-])c1)NC(=O)c1ccccc1 (stereo not given),1%,1%,1%,-3%,-2%,-3.1%,-32%[inhibitor],7%
Cc1sc2ncnc(SCC(=O)c3ccc(Cl)s3)c2c1C,17%,-3%,-12%[38.3 µM],-10%,5%,0.0%,-9%,-4%[46.1 µM]
CCCCCCC(=O)Nc1c(O)c2ccccc2[nH]c1=O,-12%,2%,0%[38.3 µM],-4%,?,0.0%,1%,-12%[46.1 µM]
Cc1ccc(C2(C(F)(F)F)NC(=O)N3CCN=C3S2)cc1 (stereo not given),8%,0%,-4%[38.3 µM],-9%,-1%,-0.7%,-12%,6%[46.1 µM]
CN(c1ccc(OCC(=O)OCC(=O)NCc2ccco2)cc1)S(=O)(=O)c1ccc2ccccc2c1,6%,-3%,2%,-6%,5%,-1.4%,18%,12%
